# RAD52 inh: RAD52 DNA annealing inhibitors, primary screen, biochemical, FRET, single point, set 2; DNA repair protein RAD52 homolog (Homo sapiens), P43351; recombinant RAD52 DNA annealing, FRET fluorescence; inhibition, % at 18.7 µM; actives 0.46% (n = 360,000); AID 651710, 2012;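 active = every replicate showing at least 50% inhibition; inconclusive = mean inhibition at least 50% but not in every replicate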
# Target sequence (P43351 whole entry, looked up): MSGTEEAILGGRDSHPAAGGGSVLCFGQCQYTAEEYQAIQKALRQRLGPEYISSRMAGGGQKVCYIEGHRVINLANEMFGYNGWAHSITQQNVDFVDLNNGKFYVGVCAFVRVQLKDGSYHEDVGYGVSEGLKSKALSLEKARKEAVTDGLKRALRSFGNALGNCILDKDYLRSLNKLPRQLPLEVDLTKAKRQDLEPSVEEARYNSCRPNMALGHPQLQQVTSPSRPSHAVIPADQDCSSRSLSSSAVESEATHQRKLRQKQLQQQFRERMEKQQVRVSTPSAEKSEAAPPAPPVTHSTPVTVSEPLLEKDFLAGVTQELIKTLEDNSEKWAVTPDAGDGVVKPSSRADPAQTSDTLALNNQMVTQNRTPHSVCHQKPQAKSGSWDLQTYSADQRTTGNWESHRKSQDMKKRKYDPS
# XiGFP reactiv: activators of inactive X chromosome reactivation, primary screen, imaging, XiGFP fibroblasts, GFP high-content imaging, set 2; XiGFP mouse fibroblasts, % GFP-positive cells imaging, 3 d; cells co-treated with 5-aza-dC sensitizer; scaled so ellipticine positive control = 100%; activation, % at 7.58 µM; actives 0.055% (n = 360,000); AID 743238, 2013;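 active = mean normalized replicate activation at least 10% and every replicate at or above 10%; inconclusive = only one of the two criteria met; inactive = mean below 10% and not all replicates reach 10%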;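 also: 0% = median of on-plate neutral control wells and 100% = ellipticine 6 µM median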
#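 Material: SV40-immortalized XiGFP fibroblast cells, line 68-5-11 | Buffer or medium: DMEM containing 5-aza-dC | Dosing: One concentration, pinned | Times: 3 d treatment, 15 min room-temperature fixation | Controls: Ellipticine 6 µM positive control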
# CFTR F508del cor: F508del CFTR correction, initial screen, CFBE line, single point; CFBE cells, YFP halide quenching; stimulated with forskolin plus potentiator P3; % fluorescence drop versus neutral controls; activity (quench increase), % at 7.58 µM; actives 0.36% (n = 350,000);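 active = mean added fluorescence quench of at least 8% versus neutral control, with both replicates also reaching 8%; inconclusive = only one of the mean or replicate conditions met; inactive = mean below 8% and not both replicates reaching 8%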;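 also: cells transiently co-express mutant CFTR-F508del with the halide-sensitive YFP; corrector assay measuring rescue of mutant channel to the surface after 24 h compound exposure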
# INS-1E GSIS act: GLuc luminescence reporter in INS-1E cells, primary screen for activators of glucose-dependent secretion of insulin; actives 0.61% (n = 370,000); INS-1E GLuc reporter insulin secretion, 2-3 h; activation, % at 16.6 µM; AID 743287, 2014;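 active = lowest replicate activation of at least 40%, so every replicate reaches that level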;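 also: 0% = median of neutral control wells and 100% = median of IBMX positive control wells; some compounds called inactive have numbers as strong as hits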
# CASP6 VEID inh: human caspase-6 inhibitors, primary screen, biochemical, VEID-R110 fluorescence, single point, set 2; purified caspase-6, Z-VEID-R110 cleavage fluorescence; inhibition, % at 12.5 µM; actives 0.53% (n = 350,000);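 active = mean inhibition across replicates at least about 35%, with every replicate also reaching that limit, limit read from the data; inconclusive = only one of the two criteria met; inactive = neither criterion met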;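 also: 0% = median of neutral control wells and 100% = no fluorescence left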
# E-selectin induc: E-selectin induction in HUVECs, primary screen, imaging, HUVEC, immunofluorescence imaging, single point; normalized: neutral wells 0, TNF-alpha wells 100; activation, % at 7.58 µM; actives 0.37% (n = 260,000); AID 686992, 2013;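 active = mean E-selectin-positive cell signal at least 10% of the positive control, reached in at least 60% of replicates, without over 20% cell loss; inconclusive = no rule given, readout overlaps actives, possibly toxicity-flagged; inactive = the rest, including those meeting only one limit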;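 also: in these data hits start at about 27%; measured in HUVEC primary endothelial cells; signal is the percent of cells scored E-selectin positive by PE staining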
# Target sequence (P16581 whole entry, looked up): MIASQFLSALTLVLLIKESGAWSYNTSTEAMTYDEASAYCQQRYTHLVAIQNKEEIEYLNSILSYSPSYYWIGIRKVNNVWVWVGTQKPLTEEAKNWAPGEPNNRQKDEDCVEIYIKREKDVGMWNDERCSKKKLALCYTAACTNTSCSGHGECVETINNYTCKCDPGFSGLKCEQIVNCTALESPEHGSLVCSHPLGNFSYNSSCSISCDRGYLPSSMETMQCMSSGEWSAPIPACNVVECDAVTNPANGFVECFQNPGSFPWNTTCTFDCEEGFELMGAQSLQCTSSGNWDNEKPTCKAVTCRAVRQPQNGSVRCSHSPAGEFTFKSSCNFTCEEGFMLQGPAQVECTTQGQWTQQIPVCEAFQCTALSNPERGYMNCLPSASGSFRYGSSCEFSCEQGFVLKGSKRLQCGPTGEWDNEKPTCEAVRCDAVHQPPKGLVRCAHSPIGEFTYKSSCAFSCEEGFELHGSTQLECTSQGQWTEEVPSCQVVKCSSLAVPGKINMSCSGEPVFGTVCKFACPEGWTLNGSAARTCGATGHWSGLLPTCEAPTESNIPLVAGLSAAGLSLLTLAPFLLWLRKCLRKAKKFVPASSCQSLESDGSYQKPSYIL
#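 System: HUVEC, human umbilical vein endothelial cells; quantity: 3,000 cells/well; buffer or medium: EGM-2 medium, gelatin-coated wells; dosing: single-point compound dose; detection: immunofluorescence imaging; evaluation: % PE-positive cells; benchmarks: TNF-alpha, DMSO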
# DENV2 CPE rescue: inhibitors of DENV2 cytopathic effect, primary screen, cell-based, plate reader, single concentration; DENV2-infected cells, cytopathic effect rescue; AID 651640, 2012; CPE inhibition, % at 9.99 µM; actives 1.7% (n = 350,000); in the data active = CPE inhibition above about 20%, passing the limit was not always enough; inconclusive = no clear call, values can overlap the other calls; tested in BHK-21 cells;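 also: 0% = median of neutral control wells and 100% = median of positive control wells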
# RAD54 inh: inhibitors of human RAD54 branch migration, primary screen, biochemical, fluorescence, single point | inhibition, % at 10.4 µM | RAD54 Holliday junction branch migration, FAM/BHQ fluorescence | DNA repair and recombination protein RAD54-like (Homo sapiens), Q92698 | AID 602329, 2012 | actives 0.14% (n = 360,000);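 active = mean normalized replicate activity at least 40 and at least half of replicates scoring 40 or more; inconclusive = only one of the two criteria met; inactive = mean below 40 and under half of replicates reaching 40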;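 also: 0% = median of neutral control wells and 100% = median of positive control wells; inhibitors cause a drop in the FAM fluorescence signal; in these data hits start at about 50%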
# * = called active by the depositor; u = inconclusive; x = not tested or not shown; & = joins results of further samples.
SMILES,RAD52 inh,XiGFP reactiv,CFTR F508del cor,INS-1E GSIS act,CASP6 VEID inh,E-selectin induc,DENV2 CPE rescue,RAD54 inh
C[C@@H]1CN([C@H](C)CO)S(=O)(=O)c2ccc(C#CCN(C)C)cc2O[C@H]1CN(C)C(=O)C1CCC1,-6,-1.3,-0.5,3,2,0.3,-5,2
COC(=O)c1ccc(/C=C2/C(=O)Oc3ccccc32)cc1,-8,0.1,-3.9,-17,x,0.3,-1,x
COc1ccc(C(=O)c2cc([N+](=O)[O-])ccc2N2CCN(C)CC2)cc1,-8,0.5,16*,-1,0,x,1,x
COc1ccc(-c2ccc3c(c2)[C@@H]2[C@@H](CCN2C(=O)Cc2ccccc2)[C@H](CO)N3C)cc1,x,-0.1,-1.0,-15,x,-0.7,-15,5
COc1ccc(-c2nc3ccc(Cl)cn3c2Cc2ccc(C)cc2)cc1OC,-20,0.2,3.4,x,4,x,8,-9
CC(C)(C)NC[C@H](O)COc1cccc2c1CCCC2=O,13,-0.1,0.6,17,-13,-0.3,19,9
CC(=O)c1ccc(N2CCN(C(=O)c3cc(C)on3)CC2)cc1,2,x,0.9,8,-1,x,1,-4
O=C1[C@H](Cc2ccccc2)NCC=CC[C@@H](c2ccco2)N1Cc1ccccc1,-181,0.2,0.7,-11,-4,-0.2,-10,11
Cc1c(-c2cc(C(=O)O)no2)cnn1C,-34,0.0,-1.0,-6,0,x,-4,x
Cc1ccc(-c2nc(=O)[nH]c3ccc(Br)cc23)cc1,-19,0.0,-3.2,7,-2,x,-1,-9
C[C@H]1CN([C@@H](C)CO)C(=O)Cc2cc(NC(=O)c3ccncc3)ccc2O[C@H]1CN(C)Cc1ccc(C(=O)Nc2ccccc2N)cc1,-5,-0.1,-1.7,12,0,u,58*,4
Cc1ccc(NS(=O)(=O)c2cccc(C(=O)O)c2)c(C)c1,-6,x,-3.0,7,4,x,1,-4
Cc1ccc(S(=O)(=O)N(C)C)cc1NC(=S)NCCCn1ccnc1,-5,-0.3,-4.7,8,-16,0.7,0,0
COc1ccc(C(O)c2nc(-c3ccncc3)cs2)cc1 (centres undefined),6,0.2,-1.5,-37,-2,-0.1,9,9
Cc1cc(C)c2c(C)c(C(=O)Nc3c(C)n(C)n(-c4ccccc4)c3=O)oc2c1,-20,0.0,x,-6,3,x,-8,x
C[C@@H]1CN([C@@H](C)CO)C(=O)c2cc(NS(=O)(=O)c3cn(C)cn3)ccc2O[C@@H](C)CCCCO[C@H]1CN(C)C,-38,x,-2.2,x,-1,x,-1,7
CC1CCCN(C(=O)CN2C(=O)NC(C)(c3ccc4ccccc4c3)C2=O)C1 (centres undefined),-8,0.3,1.8,-33,1,-0.2,-2,x
COC(=O)C[n+]1cccc2ccccc21,-399,0.2,0.0,-15,-7,0.4,-4,-139
C[C@H](CO)N1C[C@H](C)[C@@H](CN(C)C)Oc2c(NC(=O)Nc3ccc(F)cc3)cccc2C1=O,0,0.0,1.7,-1,-1,0.1,8,-1
CN1C(=O)CC(c2ccccc2)CC1=O,-11,0.0,-0.4,x,-1,0.1,x,-7
CCOC(=O)C1=C(COc2ccccc2)NC(=O)NC1c1ccc(Cl)cc1 (centres undefined),-62,0.0,-3.2,9,-1,-0.1,7,4
C[C@@H]1CN([C@@H](C)CO)C(=O)c2c(c3ccccc3n2C)-c2ccccc2CO[C@@H]1CN(C)C(=O)Nc1ccc(-c2ccccc2)cc1,1,0.3,-0.8,0,-4,-0.3,0,x
C[C@H]1CN([C@@H](C)CO)C(=O)Cc2cc(NC(=O)c3ccncc3)ccc2O[C@@H]1CN(C)Cc1ccc(C(F)(F)F)cc1,-4,-1.1,1.0,3,0,-0.1,-3,-17
CCCOc1cccc(C(=O)NCCNC(=O)c2ccco2)c1,-9,0.3,2.9,27,-1,x,-8,x

# Some entries already given, showing only INS-1E GSIS act and RAD54 inh.
smiles | INS-1E GSIS act | RAD54 inh
Cc1ccc(NS(=O)(=O)c2cccc(C(=O)O)c2)c(C)c1 | 7 | -4
Cc1ccc(S(=O)(=O)N(C)C)cc1NC(=S)NCCCn1ccnc1 | 8 | 0

# Continued.
SMILES,RAD52 inh,XiGFP reactiv,CFTR F508del cor,INS-1E GSIS act,CASP6 VEID inh,E-selectin induc,DENV2 CPE rescue,RAD54 inh
C/C=C/c1ccc([C@H]2[C@@H](CNC(C)C)N(C(=O)c3ccccc3)[C@H]2CO)cc1,x,0.0,-1.2,4,x,-0.1,-11,-8
CN(Cc1ccccc1)C(=O)CN1C(=O)NC2(CCCc3sccc32)C1=O (centres undefined),-8,0.4,1.8,x,1,0.3,x,7
CSCCC(NC(=O)COc1ccccc1)C(=O)NCc1cccs1 (centres undefined),-25,0.0,-3.0,8,3,0.2,-2,-1
OC1(C#CCN2CCOCC2)CCCCC1,-18,0.0,6.8,-3,-4,-5.0,5,x
CCCCN1C=CC(=C2N=c3cccc([N+](=O)[O-])c3=N2)C=C1,-1,-0.1,-0.2,18,-1,x,-8,x
C[C@H]1CN([C@@H](C)CO)S(=O)(=O)c2ccc(-c3ccccc3F)cc2O[C@@H]1CN(C)S(C)(=O)=O,-10,x,-0.2,x,-1,x,5,7
CCOC(=O)c1sc(C)c2c1NC1(CCCCC1)NC2=O,2,x,5.3,40,1,x,1,2
Cc1c(CC(=O)N[C@@H](CCCNC(N)=O)C(=O)O)c(=O)oc2cc3oc4c(c3cc12)CCCC4,-8,-0.1,-0.5,-13,1,0.4,7,x
COc1ccc(/C=N/NC(=O)c2ccc(COc3cccc4cccnc34)cc2)cc1OC,-11,0.0,x,2,-3,x,-3,3
O=C(CN1CCOCC1)NCc1ccc(F)cc1,-15,0.0,4.0,38,2,-0.3,2,-2
O=C(CSc1ccc(-c2ccccc2)nn1)NCC1CCCO1 (centres undefined),-5,0.5,-2.8,2,0,-1.0,16,x
COc1cccc(C(=O)N2CCN(C(=O)C3CC3)CC2)c1,-3,0.4,-0.8,-7,3,x,10,-6
COC(=O)C(CSCc1ccccc1)NC(=O)CSc1nc(N)cc(=O)[nH]1 (centres undefined),-4,0.1,-1.3,0,-1,1.4,16,-14
CN1C(C)(C)c2ccccc2OS1(=O)=O,-3,0.0,3.8,-6,-1,-0.1,25*,0
Cc1ccccc1NC(=O)CCN1CCN(C)CC1,10,0.0,-1.5,4,-7,x,1,1
Cc1cc(-n2cnc3c(=O)[nH]cnc32)ccc1N,-11,0.0,0.4,0,3,0.2,12,4
O=C(C[C@H]1C[C@H]2c3cc(NC(=O)NC4CCCC4)ccc3O[C@H]2[C@H](CO)O1)NCc1ccc(Oc2ccccc2)cc1,1,0.2,0.1,-2,-2,0.0,3,1
CC(C)NC(=O)N(C)C[C@@H]1Oc2ncc(C#CC3CCCCC3)cc2C(=O)N([C@H](C)CO)C[C@@H]1C,x,-0.9,-1.1,-10,x,0.1,x,x
CC1CC(C)CN(S(=O)(=O)c2ccc(NN)nc2)C1 (centres undefined),-16,0.0,2.6,-2,0,-0.1,-2,3
O=C(C[C@H]1CC[C@@H]2[C@H](COC[C@H](O)CN2S(=O)(=O)c2ccccc2)O1)NCC1CCCCC1,55*,0.0,-2.8,-1,-2,0.4,-6,5
CC(C)Cc1nnc(NC(=O)CCN2C(=O)c3ccccc3C2=O)s1,5,0.0,0.2,x,2,4.0,5,4
CC(c1nccs1)N(C)C(=O)c1cn(Cc2cccc3ccccc23)nn1 (centres undefined),-10,0.0,3.3,6,2,x,1,6
Cc1ccc(C)c(NC(=O)c2cnccn2)c1,-17,0.0,-7.8,-16,-2,x,3,-3
COc1cccc(S(=O)(=O)N(C)C[C@H]2Oc3cc(Br)ccc3S(=O)(=O)N([C@@H](C)CO)C[C@H]2C)c1,6&5,0.0&0.2,-1.7&-2.0,-14&-9,2&-2,0.0&-0.2,-4&8,-1&7
O=C(C1CCN(S(=O)(=O)c2ccc(Br)s2)CC1)N1CCN(C2CCCCC2)CC1,-22,0.0,1.8,-16,-1,-0.2,66*,x
O=C1N/C(=N\c2ccccn2)SC1Cc1ccc(Cl)cc1 (centres undefined),-11,0.1,1.8,4,-1,0.8,2,5
C[C@H](NC(=O)C[C@@H]1C[C@H]2c3cc(NC(=O)CC4CC4)ccc3O[C@H]2[C@H](CO)O1)c1ccccc1,1,0.0,-0.8,-8,0,0.0,-2,2
CO[C@@H]1CN(C)C(=O)c2cc(NC(=O)Nc3cc(F)ccc3F)ccc2OC[C@@H](C)N(C(=O)c2ccccn2)C[C@@H]1C,-9,0.5,-2.8,-4,2,0.0,5,-9
CCCCN(CCCC)/C(N)=N/c1nc(C)cc(C)n1,-14,-0.1,-1.2,-1,-1,x,-1,x
O=C(NNc1cccc(Cl)n1)c1ccc(Cl)nc1,-26,0.0,1.0,-11,1,x,1,x
CO[C@H]1CN(C)C(=O)c2cc(NC(C)=O)ccc2OC[C@@H](C)N(Cc2cc(F)ccc2F)C[C@H]1C,-3,0.2,3.7,-13,0,-0.1,-5,-2
O=C(c1ccc(CS(=O)Cc2ccccc2Cl)o1)N1CCN(C2CCCCC2)CC1 (centres undefined),-19,0.1,0.0,0,-1,x,1,-14
C[C@H]1CN=C(Nc2ccccc2)N1CCCC1CCCCC1,-8,0.1,-1.1,-8,-1,0.0,-13,2
C=CCOc1c(Cl)cc(C2NC(=O)NC(C)=C2C(=O)OC)cc1Cl (centres undefined),-13,x,-1.2,-26,1,x,17,-8
Nc1nc[nH]c(=O)c1N=Cc1ccccc1,-6,0.0,-2.3,10,-2,2.2,u,x
COc1ccc(Oc2nnnn2-c2ccccc2)cc1,1,x,x,-9,3,x,x,8
C[C@@H]1CN([C@H](C)CO)C(=O)c2cc(C#CC3CCCCC3)cnc2O[C@@H]1CN(C)Cc1ccncc1,10,-1.0,0.9,-20,-2,0.2,5,6
Cc1ccc(CSc2ccc(S(=O)(=O)N3CCOCC3)cn2)cc1,-25,0.3,-4.9,7,1,0.0,-3,5
O=C(NCc1nnc2c3ccccc3c(-c3ccccc3)nn12)c1ccc(Cl)cc1,-12,0.0,x,-22,-1,x,-2,x
CO[C@@H]1CN(C)C(=O)c2ccc(NC(=O)C3CC3)cc2OC[C@@H](C)N(CC2CCOCC2)C[C@H]1C,-4,-0.1,-2.2,0,5,0.1,1,5
CCC(=O)N(C)C[C@H]1Oc2ncc(-c3ccc(C(=O)N(C)C)cc3)cc2C(=O)N([C@@H](C)CO)C[C@@H]1C,4,-0.3,2.0,26,-2,0.2,7,0
CCCC(=O)N1CCC2(CC1)CN(C(=O)c1ccc(F)cc1)[C@H](CO)c1[nH]c3cc(OC)ccc3c12,3,0.3,-0.4,10,-1,0.2,-6,x
OC(c1cccnc1)c1nc(-c2cccc(F)c2)cs1 (centres undefined),-3,0.1,-0.9,10,1,-0.2,u,-11

# High-throughput results deposited in PubChem by Broad Institute.
